Bioassay records deposited in PubChem BioAssay by several laboratories.
UBC9 SUMO inh: inhibitors of in vitro SUMOylation cascade, primary screen, biochemical, HTRF, uHTS. SUMO-conjugating enzyme UBC9 (Homo sapiens), P63279. HTRF SUMOylation assay, SAE1/SAE2 + UBC9. inhibition, % at 35 µM. 290,000 compounds, 0.36% hits. AID 2006, 2009; in the data active means inhibition above about 50%, passing the limit was not always enough; further: strong numbers were not always called active
Target sequence (P63279 whole entry, looked up): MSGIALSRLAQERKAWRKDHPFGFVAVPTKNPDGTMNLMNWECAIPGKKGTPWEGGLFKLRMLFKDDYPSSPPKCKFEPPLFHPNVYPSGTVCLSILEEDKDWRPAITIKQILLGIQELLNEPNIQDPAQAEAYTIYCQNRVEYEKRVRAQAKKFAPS
pCIP destab: p/CIP-EGFP fusion destabilizers, primary screen, fluorescence, F442A cells. AID 1984, 2009. 16 h. decrease of EGFP signal, % at 10 µM. 290,000 compounds, 0.01% hits. Q05BA5;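 active means EGFP signal decrease of at least 30% at 10 µM or well 3 SD below plate mean, unless failing retest; inactive means the rest, including hits failing retest or dose response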; further: some compounds called inactive have numbers as strong as hits; many of its hits are not listed in these tables
M18AAP inhibitor: PfM18AAP inhibitors, malaria aminopeptidase, primary screen, biochemical, QFRET, recombinant enzyme; M18 aspartyl aminopeptidase (Plasmodium falciparum 3D7); H-Glu-NHMec fluorogenic cleavage; inhibition, % at 7.35 µM; 290,000 compounds, 1.2% hits; AID 1822, 2009;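 active means inhibition above the campaign mean inhibition over all tested compounds plus 3 SD, cut at about 28% in these data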;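 further: 0% = plate median of test compound wells and 100% = 2 mM ZnCl2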
HCV NS3 hel inh: inhibitors of HCV NS3 helicase, primary screen, biochemical, Cy5 molecular beacon fluorescence; Hepatitis C virus NS3 helicase; NS3 helicase DNA unwinding; inhibition, % at 10.9 µM; 290,000 compounds, 0.56% hits; AID 1800, 2009;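 active means inhibition above the mean of all tested compounds plus 3 SD, set per campaign, cut at about 35% in these data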;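 further: 0% = DMSO wells and 100% = thioflavine S control wells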
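Compound dosing – single dose, 10.9 µM nominal final, DMSO 0.8% final · System – NS3 helicase fragment of HCV · Buffer or medium – MOPS pH 6.5, MgCl2, DTT, Tween20, BSA · Signal – Cy5 beacon fluorescence read at start and 1 h · Also added – annealed dual-labelled DNA beacon duplex, ATP-started · Schedule – 1 h at 25 °C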
FID counter: compounds displacing fluorescent DNA intercalator, primary screen, artefact control for HCV NS3 helicase inhibitor project, biochemical, FID fluorescence. DNA fluorescent intercalator displacement. inhibition, % at 7.9 µM. 290,000 compounds, 0.17% hits. AID 1845, 2009; in the data active means inhibition above about 37%;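 further: 0% = vehicle and 100% = reference compound; higher means more ethidium bromide displaced from hairpin DNA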
IDE cell inh: human IDE inhibitors in live cells, primary screen, fluorescence polarization, HEK cells, FAbetaB substrate | 320,000 compounds, 0.41% hits | FAbetaB cleavage | Insulin-degrading enzyme (Homo sapiens), P14735 | inhibition, % at 5.59 µM;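 active means percent inhibition above the average of all tested compounds plus 3 SD, set per screening campaign, cut at about 16% in these data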;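 further: IDE supplied by intact live HEK cells; FP after avidin binding of uncleaved biotin substrate so inhibition keeps polarization high; 0% = DMSO wells and 100% = 60 µM reference IDE inhibitor Ii1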
VIM-2 inh: VIM-2 metallo-beta-lactamase inhibitors, primary screen, biochemical, epi-absorbance readout, Pseudomonas aeruginosa enzyme; purified VIM-2, nitrocefin hydrolysis, epi-absorbance fluorescence; inhibition, % at 5.6 µM; 290,000 compounds, 0.89% hits;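 active means inhibition above the mean of all tested compounds plus 3 SD, cutoff set per screening run, cut at about 7.5% in these data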;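 further: red hydrolysis product quenches plate fluorescence so inhibitors raise well fluorescence; 0% = enzyme with DMSO and 100% = DMSO without enzyme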
IDE act: human IDE activators in live cells, primary screen, fluorescence polarization, HEK cells, FAbeta-B substrate; Insulin-degrading enzyme (Homo sapiens), P14735; FAbeta-B cleavage; 0% vehicle, 100% cell-free pure enzyme wells; activation, % at 5.96 µM; 340,000 compounds, 0.073% hits;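 active means activation above the mean of all tested compounds plus 3 SD, set per screening campaign, cut at about 17% in these data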
IMP-1 inh: IMP-1 metallo-beta-lactamase inhibitors, primary screen, biochemical, epi-absorbance readout, Pseudomonas aeruginosa enzyme. metallo-beta-lactamase IMP-1 (Pseudomonas aeruginosa). 290,000 compounds, 0.45% hits. AID 1556, 2009. inhibition, % at 5.6 µM. purified IMP-1, nitrocefin hydrolysis, epi-absorbance fluorescence;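 active means inhibition above the mean plus 3 SD of all compounds in the same screening run, cut at about 4.5% in these data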;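 further: 0% = IMP-1 with DMSO and 100% = DMSO wells lacking enzyme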
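System: purified IMP-1 / Input: IMP-1 dispensed at 0.2 nM / Medium: 50 mM HEPES pH 7.1, 50 µM ZnSO4, 0.05% Brij 35 / Timing: 15 min enzyme–compound preincubation, then 25 min nitrocefin reaction, 25 °C / Technique: plate fluorescence quenching by hydrolysis product, ex 480/em 530 nm / Repeats: singlicate testing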
Numbers without * were called inactive; . = no result given; & = joins results of further samples.

Start of the listing, in advance (2 entries):
Fields – IDE act	HCV NS3 hel inh	IMP-1 inh	pCIP destab	IDE cell inh	VIM-2 inh	UBC9 SUMO inh	FID counter	M18AAP inhibitor
COC(=O)c1c(NC(=O)c2ccccc2OC)sc(C(=O)N2CCOCC2)c1C
    1.9	-17.7	-1.9	-9.9	1.1	14.2*	18.8	-32.7	0.3
Cc1ccc(NC(=O)c2oc3ccccc3c2NC(=O)C2CC2)cc1
    2.3	-10.6	-2.6	-5.1	2.0	-1.4	15.4	-28.7	3.5

This part in full, from the start:
Fields – IDE act	HCV NS3 hel inh	IMP-1 inh	pCIP destab	IDE cell inh	VIM-2 inh	UBC9 SUMO inh	FID counter	M18AAP inhibitor
COC(=O)c1c(NC(=O)c2ccccc2OC)sc(C(=O)N2CCOCC2)c1C
    1.9	-17.7	-1.9	-9.9	1.1	14.2*	18.8	-32.7	0.3
Cc1ccc(NC(=O)c2oc3ccccc3c2NC(=O)C2CC2)cc1
    2.3	-10.6	-2.6	-5.1	2.0	-1.4	15.4	-28.7	3.5
C=C(C)C(=O)N1CC2(CC(c3cccc(NC(=O)COc4ccc(Cl)cc4)c3)=NO2)C[C@@H]1C(N)=O (some centres not stated)
    -5.4	.	.	1.4	-3.1	.	17.4	.	.
CCCN1C(=O)c2cc(C(=O)Nc3ccc(OC)c(OC)c3)ccc2C1Nc1ccc(OC)c(OC)c1 (configuration not stated)
    -3.9	-4.8	-0.1	-2.7	1.9	-0.8	1.9	-7.6	-2.4
Cc1sc(NC(=O)Cn2c(=O)oc3ccccc32)nc1-c1ccc(Cl)cc1
    2.3	-5.4	0.9	9.7	3.2	-0.3	20.2	2.0	-1.9
CC(C)c1ccc(NC(=O)c2ccc3c(c2)CCN3S(C)(=O)=O)cc1
    -4.5	-2.6	-2.2	-11.6	0.2	-0.4	5.6	-21.4	-0.1
CCn1c(NCCCO)nc2c(c1=O)C(C)(CC)Cc1ccccc1-2 (configuration not stated)
    -1.3	-8.0	-1.0	-4.2	2.8	-0.4	11.1	-35.1	-6.8
Cc1cc(NS(=O)(=O)c2ccc(NC(=O)COc3ccccc3[N+](=O)[O-])cc2)no1
    5.7	7.2	-0.8	14.4	-2.8	-2.0	14.2	-42.6	3.0
C/C(=N/NC(=O)CNC(=O)/C=C/c1ccco1)c1ccc(Cl)cc1
    -3.4	1.0	-3.1	-10.9	4.7	-1.5	-1.8	-2.8	15.8
CCOc1ccc(NC(=O)CCN2CCN(S(=O)(=O)c3ccc(F)cc3)CC2)cc1
    -5.0	-14.0	-2.9	-11.8	4.8	-0.4	1.4	-19.6	-5.3
CC1CN(C(=O)/C=C/c2ccccc2Cl)CC(C)O1 (configuration not stated)
    -2.9	-5.7	-1.2	7.4	-0.9	1.0	2.2	-12.9	-4.5
CC(C)c1ccc(Oc2cccc(C(=O)/C(C#N)=C/N(C)C)c2)cc1
    5.3	-14.4	-2.7	-2.5	4.9	-4.3	22.9	-25.1	14.3
CC(C)CC(=O)Nc1sc2c(c1C(=O)O)CCCCC2
    -2.4	5.3	-4.6	-8.7	-1.4	-2.8	6.0	-9.3	0.5
COc1ccc(C)cc1NC(=O)CNc1ccc(C(C)=O)cc1
    6.8	12.7	-4.0	3.4	4.8	-1.3	15.4	-9.7	-4.5
CCCCn1c(N)c(NCc2ccccc2OC)c(=O)[nH]c1=O
    2.6	12.5	-0.1	4.3	-11.4	0.1	-2.5	-10.0	-1.7
Cc1nnc(NC(=O)NC(C)N2C(=O)C3C4C=CC(C4)C3C2=O)s1 (configuration not stated)
    -1.5&-5.3	2.6	-2.7	-9.7	0.9	0.4	3.6	-0.8	-5.4
COc1ccc(C(=O)c2ncc(C(F)(F)F)cc2Cl)cc1
    -1.2	3.4	-3.5	-3.3	-1.3	-1.9	4.0	-0.4	8.1
CCOC(=O)C1CCN(C(=O)Nc2ccccc2Cl)CC1
    2.1	-6.4	-0.4	-1.5	4.3	0.3	14.9	-2.1	-4.6
O=C(Cn1c2ccccc2c2nc3n(c(=O)c21)CCS3)Nc1ccccc1C(F)(F)F
    2.5	5.4	-0.9	-9.7	2.9	-2.8	20.9	2.4	4.0
N#CCCn1nc(-c2ccccc2)cc1Nc1ccccc1NC(=O)C(F)(F)F
    1.7	-7.2	-1.4	-5.5	1.8	0.7	-11.9	-9.2	-2.5
CCN(CC)c1ccc(S(=O)(=O)N2CCOCC2)cc1NC(=O)CNCc1ccccc1
    6.9	14.6	-4.0	0.5	4.1	-5.0	-14.0	5.3	3.8
CC(C)C(NS(=O)(=O)c1cccc2nsnc12)C(=O)N1CCCCC1 (configuration not stated)
    0.4	-1.5	-0.6	0.5	-4.1	-1.8	-0.3	-7.9	1.5
CCOc1ccccc1NC(=O)CSc1nnc(-c2ccco2)n1Cc1ccco1
    3.0	-9.3	0.8	-13.3	6.0	0.8	1.2	-31.8	-53.6
COc1ccc(N2CCN(C(CNC(=O)C(=O)NCCc3c[nH]c4ccccc34)c3ccco3)CC2)cc1 (configuration not stated)
    -0.3	2.7	-2.4	-6.4	-0.8	-5.3	6.6	-3.3	6.2
CS(=O)(=O)N1CCC(C(=O)Nc2ccc3c(c2)OCO3)CC1
    1.9	-4.3	-4.9	-1.1	2.5	-1.6	0.9	0.8	-1.9
COc1ccc(NC(=O)CC2(Cc3ccccc3)CCOC(C)(C)C2)cc1 (configuration not stated)
    6.7	-11.8	-2.9	-6.3	8.0	-5.3	-3.1	-27.4	4.8
CCOC(=O)C1=C(C)NC(=O)NC1/C=C\c1ccccc1 (configuration not stated)
    0.5	-4.0	-4.5	-3.7	.	-1.8	9.2	-8.7	-4.0
CCn1cc([N+](=O)[O-])c(C(=O)N2N=C(c3ccc(O)c(OC)c3)CC2c2ccccc2O)n1 (configuration not stated)
    4.0	-13.1	-1.0	-0.4	4.1	-3.9	-23.8	-13.3	6.5
Cc1cccc(NC(=S)NNC(=O)CCn2nc(C)c([N+](=O)[O-])c2C)c1
    3.1	-5.2	-7.1	7.1	1.9	8.2*	-8.8	-1.8	11.1
O=C(CCCSc1nc2ccccc2s1)Nc1nccs1
    1.1	6.8	-3.6	-10.9	-1.6	-4.0	22.7	-17.6	3.3
CC(C)(C)c1ccc(N2C(=O)CC(c3ccccc3)C2=O)cc1 (configuration not stated)
    1.0	-0.5	-2.6	10.1	.	-0.1	-1.2	-12.1	2.7
O=C(CCc1nnc2ccc(NCc3ccco3)nn12)Nc1ccc(F)cc1F
    2.6	4.8	-2.4	1.7	5.8	-7.2	5.0	-29.2	21.0
O=C(NC1CC2CCCC(C1)N2Cc1cccs1)N1CCOCC1 (configuration not stated)
    -4.0	-2.9	-2.1	-11.9	10.3	-1.1	6.8	2.2	-4.4
N#C/C(C(=O)N1CCOCC1)=c1/s/c(=C\c2ccccn2)c(=O)n1-c1ccccc1
    1.6	-11.2	1.1	2.7	1.5	1.3	20.2	1.1	-10.4
CC1(c2nnc(-c3ccncc3)o2)CC(c2ccc(F)cc2)=NO1 (configuration not stated)
    0.2	.	.	-9.2	6.3	.	1.5	.	.
CC(=O)c1cccc(NC(=O)c2ccc3c(c2)CCN3S(=O)(=O)c2ccccc2)c1
    1.6	-19.7	-0.4	-2.1	10.8	-2.1	6.2	-9.8	1.4
C/C(=N\NC(=O)c1ccccn1)C12CC3CC(CC(C3)C1)C2
    4.2	-11.3	-8.8	-12.4	7.2	-3.2	5.7	-4.2	0.6
CCc1nc2ccccc2c(C(=O)NCc2ccc(OC)cc2)c1C
    0.9	-1.8	-1.8	-13.8	-0.8	-4.8	-1.8	7.5	3.7
Cc1ccc(OCCCC(=O)NC(C)c2ccccc2)c(C)c1 (configuration not stated)
    0.0	7.4	-4.0	-6.3	4.9	-2.7	5.1	-30.3	-5.5
CN1CCc2nc(SCc3ccc(Cl)cc3)c(C#N)c(-c3cccs3)c2C1
    .	-39.4	-0.7	.	3.2	3.1	.	11.8	10.5
O=C(Nc1cccc2cccnc12)c1cccc(N2C(=O)CCC2=O)c1
    3.1	-8.8	-0.4	-6.2	3.2	5.1	14.1	-8.0	-14.1
Cc1nc2ccccc2c(=O)n1NS(C)(=O)=O
    5.3	0.8	-1.6	1.8	-3.9	-1.3	0.2	-1.2	-8.2
O=C(COc1ccc(Cl)cc1)Nc1ncccn1
    5.0	7.5	-2.6	-9.5	-3.6	-2.2	0.3	0.3	0.7
CCOC(=O)/C(C#N)=C1/SC(C)C(=O)N1c1ccc(Br)cc1 (configuration not stated)
    4.6	17.6	-4.2	1.0	0.6	-2.6	15.0	-9.5	-1.1
O=C(O)CSc1ccc(NC(=O)Nc2ccccc2F)cc1
    3.5	-5.3	-0.9	0.7	0.8	-0.6	16.0	-4.7	-9.3
COCc1nnc(NC(=O)C2CC(=O)N(C3CCCC3)C2)s1 (configuration not stated)
    -2.1	-0.5	-2.0	-6.5	-5.7	-1.2	9.3	-5.3	-4.0
CC(C)c1ccc(NC(=O)CCN2C(=O)c3ccc([N+](=O)[O-])cc3C2=O)cc1
    -2.7	1.2	-3.8	-1.6	-1.2	-1.6	5.4	-0.8	9.4
c1nc(COc2nsnc2N2CCOCC2)cs1
    4.1	-6.5	-4.8	-14.1	1.0	-0.4	19.9	-1.2	-2.2
CC(=O)C1=C(O)CC(C)(C)CC1=NCCc1nc2ccccc2[nH]1
    3.0	7.9	-1.1	2.4	1.8	-2.0	-2.0	-14.6	3.7
CCCOc1ccc(NC(=O)CCC(=O)NC(C)c2ccccc2)cc1 (configuration not stated)
    4.7	3.9	-2.6	3.7	3.2	0.0	-3.6	-20.2	-3.1
CCOc1ccc(C(C)=O)cc1COC(=O)CCc1cc(OC)c(OC)c(OC)c1
    -3.0	-12.8	-3.5	-17.8	7.8	-0.3	-5.7	-32.8	0.0
C#Cc1ccc([C@@H]2C=C(C(=O)O)O[C@H](OCc3ccc(CO)cc3)C2)cc1
    2.1	3.1	-2.4	2.3	-0.6	0.3	-5.3	-28.6	3.5
Cc1cc(C(F)(F)F)nn1CCCNC(=O)c1cnccn1
    1.3	-4.5	-3.7	7.7	-0.7	-1.3	-4.0	-0.2	-2.7
CCOC(=O)Cc1c(C)nc(-c2ccccc2)[nH]c1=O
    -2.3	8.0	-2.5	7.9	-1.2	-2.8	4.6	3.5	1.6
